From PubChem
KinaseGlo FLuc: counter-screen: inhibitors of Kinase-Glo firefly luciferase. AID 1379. Kinase-Glo luciferase, ATP luminescence, 8 min. 0.28% of 200,000 active. Potency, µM (titrated, usually from 38.3 µM), for the others: at the top dose activity change, negative = inhibition, actives largely listed as inhibitors. Q27757; also: % is scaled to controls: 0 for no effect and ±100 for the full control effect; nearly all actives have a fitted effect of over 60% in size
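Substrate mix (final 50 mM imidazole pH 7.2, 50 mM KCl, 7 mM MgCl2, 10 uM ATP, 0.01% Tween 20, 0.05% BSA) plus pin-tool compound, then Kinase-Glo detection mix; 8 min ambient, luminescence read.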
NPSR antag: blocks cAMP signaling of the human neuropeptide S receptor | AID 1461 | Q6W5P4 | 1% of 220,000 active | Potency, µM (top dose mostly 38.3 µM), without a hit: top-dose activity change, negative = inhibition, most hits filed as inhibitors | CHO-NPSR cells, cAMP TR-FRET, antagonist mode; also: % is scaled to controls: 0 for no effect and ±100 for the full control effect; nearly all actives have a fitted effect of over 50% in size; many of its hits are not listed in these tables
Target sequence (Q6W5P4 whole entry, looked up): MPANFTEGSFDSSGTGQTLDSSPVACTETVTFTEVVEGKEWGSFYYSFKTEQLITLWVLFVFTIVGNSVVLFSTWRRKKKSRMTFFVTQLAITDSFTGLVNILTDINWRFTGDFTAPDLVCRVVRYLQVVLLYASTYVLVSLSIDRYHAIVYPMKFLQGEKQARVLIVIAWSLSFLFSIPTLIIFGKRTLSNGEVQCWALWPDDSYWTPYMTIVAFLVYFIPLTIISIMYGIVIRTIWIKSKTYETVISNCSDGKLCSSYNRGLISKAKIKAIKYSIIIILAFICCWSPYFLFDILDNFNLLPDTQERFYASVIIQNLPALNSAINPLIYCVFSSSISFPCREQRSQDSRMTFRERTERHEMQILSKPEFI
SMN2 splice enh: SMN2 splice variant enhancement | AID 1458 | 2.8% of 210,000 active | HEK293 SMN2-luciferase splicing reporter, luminescence, 30-36 h | Potency, µM (top dose mostly 46.1 µM), for the others: at the highest dose activity change, positive = activation, usual class: activators; also: % of control where 0% means no effect; nearly all actives have a fitted effect of over 55% in size
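HEK293 cells carry an SMN2 minigene-luciferase reporter in which exon 7 inclusion puts luciferase in frame. Cells were seeded at 2000 cells/well, attached for 10-12 hours, then exposed to compounds for 30-36 hours at 37C before ONE-Glo luminescence.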
KDM4E inh: JMJD2E (human) inhibition | JMJD2E catalytic domain, FDH-coupled NADH fluorescence (FDH is formaldehyde dehydrogenase) | 1.6% of 230,000 active | Potency, µM (doses to about 57.1 µM), without a hit: top-dose activity change, negative = inhibition, usual class: inhibitors; active = well fitted inhibition curve with a large enough effect, not every such curve was filed as active; inconclusive = small, poorly fitted or top-dose-only effect, or another doubt; inactive = no such curve, though single readings can be large or run the other way;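 also: 0% = wells with enzyme and -100% = buffer wells without enzyme; nearly all actives have a fitted effect of over 50% in size; many of its hits are not listed in these tables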
Target sequence (B2RXH2 1-337 limits assumed): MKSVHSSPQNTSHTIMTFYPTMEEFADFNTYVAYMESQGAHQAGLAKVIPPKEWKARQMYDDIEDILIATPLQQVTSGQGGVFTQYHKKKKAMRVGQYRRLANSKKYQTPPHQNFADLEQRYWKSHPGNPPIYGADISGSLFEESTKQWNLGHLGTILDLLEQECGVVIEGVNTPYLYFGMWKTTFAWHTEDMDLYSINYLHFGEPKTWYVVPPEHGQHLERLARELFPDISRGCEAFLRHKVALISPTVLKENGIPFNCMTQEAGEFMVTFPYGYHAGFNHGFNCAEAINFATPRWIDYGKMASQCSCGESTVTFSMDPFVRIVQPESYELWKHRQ
GoLoco inh red: blocks human Gai1 binding to RGS12 GoLoco peptide, red readout; P63096; Gai1:RGS12 GoLoco peptide FP, rhodamine, 10 min; Potency, µM (series often up to 61.6 µM), without a hit: at the highest dose activity, negative = inhibition, hits mostly inhibitors; 0.44% of 230,000 active; AID 880; active = well fitted inhibition curve with a large enough effect, not every such curve was filed as active; inactive = no such curve, though single readings can be large or run the other way; also: % is scaled to controls: 0 for no effect and ±100 for the full control effect; nearly all actives have a fitted effect of over 30% in size; many of its hits are not listed in these tables
Target sequence (P63096 whole entry, looked up): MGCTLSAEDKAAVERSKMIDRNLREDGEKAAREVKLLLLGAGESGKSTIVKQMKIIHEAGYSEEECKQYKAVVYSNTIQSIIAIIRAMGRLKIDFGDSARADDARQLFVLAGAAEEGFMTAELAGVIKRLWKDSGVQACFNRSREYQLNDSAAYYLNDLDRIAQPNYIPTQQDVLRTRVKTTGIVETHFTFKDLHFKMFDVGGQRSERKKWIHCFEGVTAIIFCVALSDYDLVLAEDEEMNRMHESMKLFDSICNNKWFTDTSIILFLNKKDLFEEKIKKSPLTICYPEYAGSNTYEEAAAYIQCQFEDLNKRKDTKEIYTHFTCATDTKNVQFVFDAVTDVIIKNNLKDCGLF
Epigenetic derep: derepresses silenced GFP reporter in murine cells; murine LDR cells, GFP reporter derepression, 30 h; Potency, µM (titrated, usually from 53.9 µM), without a hit: top-dose GFP activation, usual class: activators; 0.2% of 280,000 active; AID 1865; also: % of control where 0% means no effect; nearly all actives have a fitted effect of over 60% in size
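Derepression of a silenced CMV-GFP reporter in murine LDR cells is scored by enumerating GFP-positive cells with a laser-scanning microplate cytometer after 30 hours of treatment at 37 C.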
IMPase Li inh: cell-permeable IMPase inhibitors with lithium potentiation | CHO-M1 cells, IP1 TR-FRET (IP-One), carbachol + lithium | Potency, µM (series often up to 59.4 µM), inactives show top-dose activity, negative = IMPase inhibition, most hits filed as inhibitors | 0.35% of 210,000 active | AID 1457;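 also: IP1 builds up when IMPase is blocked and the TR-FRET signal falls; plate controls were basal vehicle for no effect and high inhibitor control for full effect; nearly all actives have a fitted effect of over 50% in size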
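CHO cells stably expressing M1 receptor (2000/well) were cultured 16–30 h, then exposed to compounds with a small lithium addition for 30 min at 37C. IP1 was measured by TR-FRET competition; AC50 from Hill fits.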
RECQ1 inh: RECQ1 (human) helicase inhibition; RECQ1 DNA unwinding, red fluorescence kinetic read; Potency, µM (top dose mostly 57.3 µM), for the others: top-dose activity, negative = inhibition, hits mostly inhibitors; 0.54% of 240,000 active;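 also: plate controls were vehicle for no effect and no enzyme for full effect; nearly all actives have a fitted effect of over 30% in size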
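50 nM RECQ1T1 preincubated 15 min with compound in Tris pH 8.0 buffer with MgCl2, DTT, Tween-20 and 2.5 ug/ml poly(dI-dC); started with 200 nM TAMRA/BHQ-2 forked duplex and 2 mM ATP. Unwinding read as fluorescence (525/598 nm), two reads 2 h apart.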
An asterisk follows results filed as active; i = inactive; u = inconclusive; x = no result given; & = joins results of further samples; [ ] = dose if it differs, or a comment. Unless noted, calls follow the shape of the dose curve; as a rule, active = well fitted curve in the direction sought with a large enough effect; inconclusive = small, poorly fitted or top-dose-only effect, or another doubt; inactive = no such curve, though single readings can be large; an effect the other way counts as inactive or inconclusive. Potency is read from the fitted curve at half-maximal effect. This is a subset; rates above refer to the full screens.

SMILES	KinaseGlo FLuc	NPSR antag	SMN2 splice enh	KDM4E inh	GoLoco inh red	Epigenetic derep	IMPase Li inh	RECQ1 inh
O=C(NC(Oc1ccccc1)C(Cl)(Cl)Cl)c1ccccc1 (configuration not stated)	-1%	-8%[46.1 µM]	-13%	1%	2%	3.4%	24%[38.3 µM]	i
Cc1c(N=Nc2c(O)n(Cc3ccccc3)c(=O)[nH]c2=O)c(=O)n(-c2ccccc2)n1C	2%	-12%	-61%[inhibitor]	7.1µM*	2%	-0.9%	6%	-2%
CC1CC[C@@]2(OC1)O[C@@H]1[C@@H](O)[C@H]3C4CC[C@H]5C[C@@H](O[C@@H]6O[C@H](CO)[C@H](O[C@@H]7O[C@H](CO)[C@@H](O)[C@H](O[C@@H]8OC[C@@H](O)[C@H](O)[C@H]8O)[C@H]7O[C@@H]7O[C@H](CO)[C@@H](O)[C@H](O[C@@H]8O[C@H](CO)[C@@H](O)[C@H](O)[C@H]8O)[C@H]7O)[C@H](O)[C@H]6O)[C@H](O)C[C@]5(C)C4CC[C@]3(C)[C@H]1[C@@H]2C (some centres not stated)	2%	x	x	8%	8%	u	28%	-9%
c1ccc(-c2ccc(-c3n(-c4ccccn4)c4ccccc4[n+]3-c3ccccn3)cc2)cc1	0%	-52%	-5%	u	-17%	2.2%	27%	-8%
Oc1ccc2c3c1O[C@H]1c4oc5ccccc5c4C[C@@]4(O)C(C2)N(CC2CC2)CC[C@]314	x	x	-23%	x	3%	0.0%	7%	-3%
Cc1ccc2c(c1)CCCN2N=O	-5%	23%	-13%	-1%	11%	0.0%	-2%	-4%
O=c1[nH]c(=S)n(C2CC2)c(O)c1C=NCCN1CCOCC1	x	-18%	x	4%	3%	1.1%	x	-8%
CSc1ccccc1C(=O)C1CCCN(Cc2cccc(C)n2)C1 (configuration not stated)	-3%	-9%	x	1%	3%	-1.0%	31%[activator]	-3%
CN1CCN(Cc2nc3ccccc3n2C)CC1	10%	12%[46.1 µM]	1%	-7%	4%	-0.1%	0%[38.3 µM]	i
CCN1CCN(c2ccc(N)c(C)c2)CC1	-1%	17%	12%	-5%	11%	-0.9%	13%	-1%
O=C1/C(=C\c2ccccc2)C[C@@]2(O)[C@H]3Cc4ccc(O)c5c4[C@@]2(CCN3CC2CC2)[C@H]1O5	x	x	-63%[inhibitor]	x	-24%	-0.1%	7%	i
CCN1C(=O)c2ccccc2Sc2ccc(C(=O)N3CCC4(CC3)OCCO4)cc21	x	-17%[46.1 µM]	x	0%	x	1.5%	x	2%
CNC(C)Cc1ccccc1OC (configuration not stated)	0%[39.9 µM]	x	x	x	0%	-1.6%	10%	9%&-6%
C[N+]1([O-])[C@H]2CC[C@H]1CC(OC(=O)[C@@H](CO)c1ccccc1)C2 (some centres not stated)	-3%[7.66 µM]	x	-4%[9.22 µM]	x	4%[14.2 µM]	x	41%[activator]	x
COc1ccc(-n2c(O)c(C(C)=NCCN3CCNCC3)c(=O)[nH]c2=O)cc1	-4%	-6%[46.1 µM]	-11%	1%	0%	0.0%	-11%[38.3 µM]	6%
N#CC1=C(N)Oc2c(c(=O)sc3ccccc23)C1c1cccnc1 (configuration not stated)	1%	-3%	2%	-3%	11%	1.1%	-4%	-5%
N[C@@H](Cc1c[nH]c2ccccc12)c1nnc(SCc2ccc(F)cc2)o1	-2%	-3%[46.1 µM]	1%	-13%	10%	-1.2%	0%[38.3 µM]	i
C[C@@H]1O[C@H](C[N+](C)(C)C)C[C@H]1O	-1%	-3%[46.1 µM]	23%	2%	8%	-1.2%	-11%	-10%
CN(C)P1(N(C)C)=NC(C(F)(F)F)=NC(C(F)(F)F)=N1	0%	-3%[46.1 µM]	20%	7%	-3%	-1.0%	5%[38.3 µM]	0%
Nc1ccccc1	x	x	3%	x	1%	x	8%	-15%
O=C(CN1CC=C(c2ccccc2)CC1)Nc1cc(Cl)ccc1Cl	-1%	-22%	-15%[1.84 µM]	u	10%	-0.9%	6%	-8%
Cc1ccc(-n2c(O)c(C=NCc3ccco3)c(=O)[nH]c2=S)cc1C	x	-7%[7.67 µM]	x	u	62%[activator]	2.7%	x	-16%
Clc1ccc2c(c1)C(c1ccccc1Cl)=NCc1nnc(N3CCN(CCSc4ccccc4)CC3)n1-2	-3%	u	-9%	-2%	-5%	1.4%	19%[38.3 µM]	-16%
O=[N+]([O-])/C=C/c1ccccc1	x	x	2%	x	-4%	x	16%	7%
COc1ccc(S(=O)(=O)NCc2ccc(C(=O)N3CCC4(CC3)OCCO4)cc2)cc1	2%	-8%[46.1 µM]	-11%	2%	0%	-1.0%	0%[38.3 µM]	-2%
N=c1n(CCO)c2ccccc2n1Cc1ccccc1	0%	5%[46.1 µM]	-23%	2%	-2%	0.9%	1%[38.3 µM]	-1%
CCN(CC)c1ccc(N=Cc2c(O)n(-c3ccc(OC)cc3)c(=O)[nH]c2=O)cc1	-4%	-25%[46.1 µM]	5%	-12%	5%	0.7%	12%[38.3 µM]	-16%
CC(c1ccc(F)cc1)n1cc(C(=O)NCc2ccc3c(c2)OCO3)nn1 (configuration not stated)	x	-15%[46.1 µM]	x	-2%	x	-5.0%	x	0%
C=CCn1c(O)c(C(CC)=NCc2ccco2)c(=O)[nH]c1=O	x	12%	x	3%	0%	0.0%	x	-5%
Cc1oc(/N=C/c2ccc3c(c2)OCO3)c(C#N)c1C	-16%	-2%[46.1 µM]	0%	u	22%	-6.9%	0%[38.3 µM]	-8%

Fetched by structure from the list above (7):
SMILES	KinaseGlo FLuc	NPSR antag	SMN2 splice enh	KDM4E inh	GoLoco inh red	Epigenetic derep	IMPase Li inh	RECQ1 inh
N#CC1=C(N)Oc2c(c(=O)sc3ccccc23)C1c1cccnc1 (configuration not stated)	1%	-3%	2%	-3%	11%	1.1%	-4%	-5%
CN(C)P1(N(C)C)=NC(C(F)(F)F)=NC(C(F)(F)F)=N1	0%	-3%[46.1 µM]	20%	7%	-3%	-1.0%	5%[38.3 µM]	0%
Cc1ccc(-n2c(O)c(C=NCc3ccco3)c(=O)[nH]c2=S)cc1C	x	-7%[7.67 µM]	x	u	62%[activator]	2.7%	x	-16%
C[C@@H]1O[C@H](C[N+](C)(C)C)C[C@H]1O	-1%	-3%[46.1 µM]	23%	2%	8%	-1.2%	-11%	-10%
Clc1ccc2c(c1)C(c1ccccc1Cl)=NCc1nnc(N3CCN(CCSc4ccccc4)CC3)n1-2	-3%	u	-9%	-2%	-5%	1.4%	19%[38.3 µM]	-16%
N[C@@H](Cc1c[nH]c2ccccc12)c1nnc(SCc2ccc(F)cc2)o1	-2%	-3%[46.1 µM]	1%	-13%	10%	-1.2%	0%[38.3 µM]	i
Nc1ccccc1	x	x	3%	x	1%	x	8%	-15%

The list continues.
SMILES	KinaseGlo FLuc	NPSR antag	SMN2 splice enh	KDM4E inh	GoLoco inh red	Epigenetic derep	IMPase Li inh	RECQ1 inh
O=C(/C=C\c1ccc(Cl)cc1)N[C@@]12CCC(=O)[C@@H]3Oc4c(O)ccc5c4[C@@]31CCN(CC1CC1)[C@@H]2C5	-2%	x	x	-19%	4%	7.8%	7%	-9%
CCOC(=O)C1C2c3ccccc3O[C@@]1(C)N=C1SCC(=O)N12 (some centres not stated)	-2%	-26%[46.1 µM]	-13%	-2%	-4%	-1.1%	11%[38.3 µM]	-4%
CC1=C(C(=O)Nc2ccccc2)S(=O)(=O)CCO1	x	15%	x	1%	6%	1.1%	x	-4%
CC(Cc1ccccc1)NC(=O)/C=C/c1ccc(Cl)cc1 (configuration not stated)	1%	-15%	5%	-9%	8%	-1.0%	5%	-10%
CC1=C2C[C@H]3[C@@H](CC=C4C[C@@H](O)CC[C@@]43C)[C@@H]2CC[C@]12O[C@@H]1C[C@H](C)CN[C@H]1C2C (some centres not stated)	1%[39.9 µM]	x	x	x	-29%	u	13%	i
CC(C)(O)[C@@H]1[C@H]2OC(=O)[C@@H]1[C@]1(O)C[C@H]3O[C@]34C(=O)O[C@H]2[C@@]14C (tested in a mixture with another compound)	0%	x	x	2%	-3%	0.3%	26%	i
c1ccc(C2CN3CCC2CC3)cc1 (configuration not stated)	x	19%	x	12%	1%	8.7%	x	-9%
COc1ccc(NC(c2ccccc2F)P(=O)(Oc2ccccc2)Oc2ccccc2)cc1 (configuration not stated)	1%	-20%	2%	u	-5%	1.1%	10%	0%
Cc1ccccc1NC(=S)NC(NC(=O)CF)C(Cl)(Cl)Cl (configuration not stated)	7%	16%	x	-7%	-6%	0.0%	21%	-3%
Oc1ccc2ccccc2c1CN1CC=C(c2ccccc2)CC1	2%	4%	4%	-7%	6%	-0.6%	2%	i
O=c1c2ccccc2nc(-c2ccco2)n1-c1nccs1	2%	-12%[46.1 µM]	x	u	12%	2.4%	-5%[38.3 µM]	-7%
N#Cc1c(/N=C/c2c(O)n(Cc3ccco3)c(=O)[nH]c2=O)sc2c1CCCC2	-1%	5%[46.1 µM]	6%	u	87%[activator]	14%	-5%[38.3 µM]	u
Cc1cccc(N2C(=O)NC(=O)/C(=C\c3cnn(-c4ccccc4)c3)C2=O)c1	-4%	10µM*	3%	-7%	5%	u	17%[38.3 µM]	-19%
N#Cc1ccccc1Cn1cc(C(=O)c2cccs2)c2ccccc21	-3%	u	-21%	u	1%	-9.5%	-1%[38.3 µM]	-9%
CC(C)CCN1CCN(Cc2c(F)cccc2Cl)CC1CCO (configuration not stated)	-1%	-2%	x	-11%	11%	-1.0%	13%	3%
CC(=NC1CCN(Cc2ccccc2)CC1)c1c(O)n(C)c(=O)n(C)c1=O	-2%	13%[46.1 µM]	-20%	4%	-9%	0.0%	6%[38.3 µM]	i
CCOP(=O)(Cc1ccc(C(=O)CC)o1)OCC	x	5%	x	4%	0%	0.1%	x	-2%
